CHT block = human CHT choline transport inhibition; Q9GZV3; CHT-expressing cells, membrane potential dye, choline response; active compounds read low; B-score at 10 µM; actives 0.86% (n = 310,000); AID 488975;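 active = B-score over 3 SD under the library average, and starting fluorescence ratio not unusually high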;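 also: choline stimulus applied at its EC90 after an EC20 pre-addition; B-score computed on integrated fluorescence ratio after choline addition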
Target sequence (Q9GZV3 whole entry, looked up): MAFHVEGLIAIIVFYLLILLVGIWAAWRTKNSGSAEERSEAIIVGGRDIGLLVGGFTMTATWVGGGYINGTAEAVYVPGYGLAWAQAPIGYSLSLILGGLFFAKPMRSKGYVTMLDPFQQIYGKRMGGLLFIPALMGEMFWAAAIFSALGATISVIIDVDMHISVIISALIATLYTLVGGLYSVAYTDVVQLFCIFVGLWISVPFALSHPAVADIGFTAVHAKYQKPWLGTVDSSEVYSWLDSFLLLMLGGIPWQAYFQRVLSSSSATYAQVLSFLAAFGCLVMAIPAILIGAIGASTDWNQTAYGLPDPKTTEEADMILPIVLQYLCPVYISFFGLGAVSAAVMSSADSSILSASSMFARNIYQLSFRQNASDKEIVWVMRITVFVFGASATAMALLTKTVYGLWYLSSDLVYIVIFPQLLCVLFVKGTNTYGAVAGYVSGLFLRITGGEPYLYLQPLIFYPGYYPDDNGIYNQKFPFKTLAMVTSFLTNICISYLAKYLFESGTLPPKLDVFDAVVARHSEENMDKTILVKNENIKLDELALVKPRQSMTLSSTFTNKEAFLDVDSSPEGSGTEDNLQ
CHT PAM = human CHT allosteric activation. B-score at 10 µM. CHT-expressing cells, membrane potential dye, choline EC20; active compounds read high; LV-AA mutant CHT in HEK293 cells. AID 488977. actives 0.49% (n = 310,000);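 active = initial fluorescence not abnormally high and integrated response B-score, plate-corrected, over 3 SD above library mean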
* = called active by the depositor; i = inactive.

Every second line gives: CHT block, CHT PAM
> O=C(NCc1ccc2c(c1)OCO2)c1ccc(NS(=O)(=O)c2ccc3c(c2)OCCO3)cc1
  i, i
> COc1ccc(F)cc1C(=O)C1CCCN(Cc2c[nH]c3ccccc23)C1 (configuration not stated)
  i, i
> Oc1ccc(-c2csc(-c3cccnc3)n2)c(O)c1
  i, i
> Cc1ccc(O)c(NC(=O)c2cc(-c3ccccc3Cl)on2)c1
  i, i
> CN(C)C(CNC(=O)c1ccco1)c1cccs1 (configuration not stated)
  i, i
> COC(=O)[C@@H]1CCCN1Cc1c(C(=O)N2CCOCC2)nc2c(C)cccn12
  i, i
> COc1cccc(OCCn2c(C)c(/C=N/n3cnnc3)c3ccccc32)c1
  i, i
> COc1cccc(NC(=O)CSc2nc3ccccc3n2C)c1
  i, i
> O=C(CC(SCCO)c1ccc(F)cc1)c1ccco1 (configuration not stated)
  i, i
> CC(C)NS(=O)(=O)c1ccc(OCC(=O)Nc2cccc3ccccc23)cc1
  i, i
> CCOC(=O)c1c(NC(=O)CSc2nnnn2-c2ccc(OC)cc2)sc(C)c1C
  i, i
> CCN(CC(=O)Nc1c(F)cccc1F)C(=O)CCNS(=O)(=O)c1ccccc1C(F)(F)F
  i, i
> Nc1ccc(-c2nc3cc([N+](=O)[O-])ccc3o2)cc1
  i, i
> COc1ccc(CC2c3cc(OC)c(OC)cc3CC[N+]2(C)CCC(=O)OCCCCCOC(=O)CC[N+]2(C)CCc3cc(OC)c(OC)cc3C2Cc2ccc(OC)c(OC)c2)cc1OC (configuration not stated)
  i, i
> COc1ccc(NC(=O)c2cc(CC(C)C)on2)cc1OC
  i, i
> Nc1ccccc1SC/C=C/CSc1ccccc1N
  i, i
> CSc1ccc(C#N)cc1NC(=O)c1ccc(Cl)nc1
  i, i
> CCOC(=O)c1c(NC(=O)C2=C(C)NC(=S)NC2c2ccc(CC)cc2)sc(C)c1C (configuration not stated)
  i, i
> c1coc(CNc2nc(-c3ccncc3)cs2)c1
  i, i
> Cc1oc(-c2ccc(Cl)cc2)nc1CN1CCCN(C(=O)c2ccco2)CC1
  i, i

Compounds from the list above with a Cl atom, in the order listed:
Every second line gives: CHT block, CHT PAM
> Cc1ccc(O)c(NC(=O)c2cc(-c3ccccc3Cl)on2)c1
  i, i
> CSc1ccc(C#N)cc1NC(=O)c1ccc(Cl)nc1
  i, i
> Cc1oc(-c2ccc(Cl)cc2)nc1CN1CCCN(C(=O)c2ccco2)CC1
  i, i

Continuation:
Every second line gives: CHT block, CHT PAM
> CC(C)CN(C(=O)CN(C)C(=O)c1ccco1)c1c(N)n(CC(C)C)c(=O)[nH]c1=O
  i, i
> CC1Cc2ccccc2N1C(=O)CCNS(=O)(=O)c1cccc2nsnc12 (configuration not stated)
  i, i
> CCSc1nnc(-c2ccc(OC)cc2)o1
  i, i
> Cc1ccc(NC(=O)CN2CCN(CCN=CC3=C(O)CC(C)(C)CC3=O)CC2)cc1
  i, i
> O=C(NNC(=S)NC(=O)c1cccs1)c1ccc(NC(=O)c2ccccc2)cc1
  i, i
> COc1nc(OC)nc(N2CCC(C(=O)NCc3ccco3)CC2)n1
  i, i
> Cc1ccc(C(=O)NC(=S)NNC(=O)CCN2CCOCC2)cc1
  i, i
> COC(=O)c1nn(-c2ccc(OC)cc2)c(=O)cc1O
  i, i
> O=C1Nc2ccc(Br)cc2C1(O)Cc1ccncc1 (configuration not stated)
  i, i
> Cc1ccc(OCc2cc(C(=O)Nc3ccccc3)oc2C)cc1
  i, i
> CCCN1Cc2cccc(C(=O)NCCc3cccc(C)c3)c2C1=O
  i, i
> Cc1cc(C)c(OCC(=O)OCC(=O)NCC2CCCCC2)c(C)c1
  i, i
> O=C1c2ccccc2C(=O)N1CCCCN(C(=O)c1cc([N+](=O)[O-])ccc1Cl)c1ccc(Cl)cc1
  i, i
> CCC(C)(C(=O)Nc1c(C)cccc1C)N(C)C(=O)c1ccc2ccccc2n1 (configuration not stated)
  i, i
> O=C(C1=NNCC1c1ccccc1)C1OC1c1ccccc1 (configuration not stated)
  i, i
> CCOCCCNC(=S)NCCNc1nc2c(C)cccc2cc1C#N
  i, i
> CCCCN(C)CCNC(=O)CCNC(=O)Cn1ccc2ccccc2c1=O
  i, i
> COC(=O)CSc1nc(C(C)C)nc2ccccc12
  i, i
> Cc1ccc2c(c1)-c1ncc(C(=O)c3cc(Br)ccc3O)cc1CO2
  i, i
> COc1cccc2c(SCC(=O)N/N=C/c3ccc(O)c(O)c3)cc(C)nc12
  i, i

Going on with the list.
Every second line gives: CHT block, CHT PAM
> CC(C)CC(C(=O)OCC(=O)Nc1ncc(Cl)cc1Cl)N1C(=O)c2ccccc2C1=O (configuration not stated)
  i, i
> Cc1nnsc1C(=O)Nc1cccc(Cl)c1C
  i, i
> O=C(O)CCCC(=O)N1CCN(c2nc(-c3ccccc3)c3ccccc3n2)CC1
  i, i
> COc1ccc(-c2cc(-c3cc(F)ccc3O)[nH]n2)cc1OC
  i, i
> Cc1cc(NC(=O)c2ccc(F)cc2)n(C)n1
  i, i
> O=C(Nc1ccc[n+](CC(=O)c2cccc3ccccc23)c1)c1ccccc1
  i, i
> O=C(N/N=C/c1ccc([N+](=O)[O-])cc1)c1c[nH]c2ccccc12
  i, i
> COc1cc2c(cc1OC)C(c1ccc(Br)cc1)NC(=O)C2 (configuration not stated)
  i, i
> O=C(CSc1nnnn1C1CCCC1)N1CCN(C(=O)c2ccco2)CC1
  i, i
> COc1ccc(C(=O)N/N=C/c2ccc(SC)cc2)cc1
  i, i
> CCOCCCN(C(=O)Cn1nnc(-c2ccc(OC)c(OC)c2)n1)C(C(=O)NCC1CCCO1)c1ccc(F)cc1 (configuration not stated)
  i, i
> CSCCOC(=O)C1=C(C)Nc2ccc(C)cc2S1
  i, i
> O=C(COC(=O)c1ccc2[nH]c3c(c2c1)CCCC3)NC1CCS(=O)(=O)C1 (configuration not stated)
  i, i
> COc1ccc(-c2nnc(-c3ccccc3O)o2)cc1
  i, i
> CN(CCO)C(=O)C(c1ccccc1)c1ccccc1
  i, i
> CC1=C[C@@H](C)[C@@H](c2ccc(C(F)(F)F)cc2)OC1=O
  i, i
> CC1(C)CC(=O)C(C(O)c2cccc([N+](=O)[O-])c2)C(C)(C)N1 (configuration not stated)
  i, i
> COC(=O)c1cc2occc2n1Cc1nc(-c2ccccc2F)oc1C
  i, i
> Cc1cccc(NC(=O)CSCc2cc(=O)n3ccsc3n2)c1C
  i, i
> CCOc1ccccc1NS(=O)(=O)c1cn(C)c(=O)n(C)c1=O
  i, i

More structures:
Every second line gives: CHT block, CHT PAM
> CC(=O)CCc1ccc(Oc2nc(-c3cccnc3)nc3ccccc23)cc1
  i, i
> Cc1cccc([C@@H]2[C@@H]3C(=O)N(Cc4ccccc4)C(=O)[C@@H]3[C@]3(CC(C)C)C(=O)N(c4cccc(Cl)c4)C(=O)N23)c1
  i, i
> CCC(=O)NC(=S)Nc1ccc(NC(=O)c2ccco2)c(OC)c1
  i, i
> CCn1c(Cc2ccccc2)nnc1SCC(=O)Nc1ccccc1
  i, i
> CCOC(=O)c1ccccc1NC(=O)CSc1nnc(Cc2cccn2C)n1-c1ccc(F)cc1
  i, i
> Cc1ccc(OCCSc2nc3ccccc3n2CCC(=O)O)cc1
  i, i
> Cc1ccc(Cl)cc1N1CCN(C(=O)CSc2ccsc2[N+](=O)[O-])CC1
  i, i
> CC(=O)CCC(=O)NC1CCCc2c1cnn2-c1ccc(C(C)(C)C)cc1 (configuration not stated)
  i, i
> COc1cccc(/C=N/Nc2ccnc(=O)[nH]2)c1O
  i, i
> CC(C)c1nc(SCC(=O)N2c3ccccc3CC2C)c2ccccc2n1 (configuration not stated)
  i, i
> NS(=O)(=O)c1ccc(NC(=O)Cc2c(F)cccc2Cl)cc1
  i, i
> CNC(=S)N(CCc1c(C)[nH]c2ccc(C)cc12)Cc1ccc(OC)c(OC)c1
  i, i
> CCC(=O)N1c2ccccc2NC2=C(C(=O)CC(C)(C)C2)C1c1ccc(O)c(OC)c1 (configuration not stated)
  i, i
> COc1ccc(NC(=O)c2cccc(NS(=O)(=O)c3ccccc3)c2)cc1
  i, i
> O=C(NCCCN1CCCC1=O)c1ccc2c(c1)OCO2
  i, i
> O=C(Cc1cc(=O)[nH]c(=O)[nH]1)NCc1ccccc1
  i, i
> CCC(=O)Nc1ccc(NC(=O)/C=C/c2ccc(Cl)cc2)cc1
  i, i
> CCCCC(=O)N1CCN(c2nc3ccc(OCC)cc3s2)CC1
  i, i
> Cc1cccc(-n2c(C)cc(/C=N/n3cnnc3)c2C)c1
  i, i
> COC(=O)c1c(C(=O)OC)c2ccncn2c1Cl
  i, i

Further records follow.
Every second line gives: CHT block, CHT PAM
> COc1ccc(/C=C/C(=O)O)cc1COc1cccc(C)c1
  i, i
> COc1ccccc1N(C(=O)c1ccco1)C(C(=O)NC1CCCCC1)c1cc(OC)c(OC)c(OC)c1 (configuration not stated)
  i, i
> N#C/C(=C(/O)COc1ccccc1)c1nc2ccccc2s1
  i, i
> O=C(NCc1ccco1)Nc1ccc2nsnc2c1
  i, i
> COc1cc(/C=N\NC(=O)CC#N)ccc1OC/C=C/c1ccccc1
  i, i
> Cc1noc(C)c1CSCC(=O)Nc1cc(Cl)ccc1N1CCCCC1
  i, i
> O=C(NCCC1CCCCN1S(=O)(=O)c1ccccc1)C(=O)NCc1ccccn1 (configuration not stated)
  i, i
> CCOC(=O)c1c(CN2CCN(c3ccccc3)CC2)oc2ccc(O)cc12
  i, i
> Cc1ccc2cc(CN(Cc3ccc4c(c3)OCO4)Cc3nnnn3Cc3ccco3)c(=O)[nH]c2c1
  i, i
> Cc1cc(=O)n2c(c1C#N)SC1CCCCC12O (configuration not stated)
  i, i
> Cc1cccc2c1N(C(=O)c1ccco1)C(C)(C)c1ssc(=S)c1-2
  i, i
> COc1ccc(N2CCN(C(=O)COc3ccc4c(C)cc(=O)oc4c3C)CC2)cc1
  i, i
> CCOC(=O)COn1c(=O)c(-c2ccc(OC)cc2)[n+]([O-])c2ccccc21
  i, i
> O=C1CC(N2CCN(c3ccc(Cl)cc3)CC2)C(=O)N1c1ccccc1 (configuration not stated)
  i, i
> COc1ccc(OCc2nnc(SCC(=O)c3ccccc3)o2)cc1
  i, i
> CCCCc1nc2ccccc2c(=O)n1NC(=O)c1c(O)c2ccccc2n(C)c1=O
  i, i
> CC(/C=N/NC(=O)c1ccccc1F)=C\c1ccccc1
  i, i
> COc1ccc(CC(=O)c2cc(OC)c(OC)cc2CC(=O)O)cc1OC
  i, i
> CCCC(=O)Nc1ccc(Br)c(Cl)c1
  i, i
> Cc1cc(C)n(/N=C/c2ccccc2)c(=O)c1C#N
  i, i

Continued.
Every second line gives: CHT block, CHT PAM
> COc1ccc(C2(O)CCN(Cc3nnnn3Cc3ccc(C)cc3)CC2)cc1
  i, i
> O=C(CSc1nnnn1-c1ccccc1)CSc1nnnn1-c1ccccc1
  i, i
> Cc1ccc(C)c(-n2cc(CN3CCN(C(=O)c4ncn[nH]4)CC3)c(-c3ccccc3)n2)c1
  i, i
> Cc1ccc(S(=O)(=O)N2CCC(C(=O)N3CCC[C@H]3C(=O)NCC(C)C)CC2)cc1
  i, i
> CCOC(=O)c1c(NC(=O)COC(=O)c2ccncc2)sc(C)c1C
  i, i
> O=C(NCc1ccccc1)c1onc(CSc2ccc(F)cc2)c1C(=O)NCc1ccccc1
  i, i
> N#Cc1ccc2nc3c(nc2c1)CCCC3
  i, i
> Cc1nnc(SCC(=O)Nc2ccc(Br)cc2)n(N)c1=O
  i, i
> Cc1cccc(C(=O)N2CCCCCC2)c1
  i, i
> Cc1ccc(S(=O)(=O)NC(=O)COc2cc(C)ccc2C(C)C)cc1
  -5.9*, i
> O=C(CSc1n[nH]c(-c2cccs2)n1)NCc1ccc2c(c1)OCO2
  i, i
> CN1CCC(=NNC(=O)C(=O)NC(C)(C)C)CC1
  i, i
> O=C1CCC(Cc2ccccc2)N1 (configuration not stated)
  i, i
> Cc1ccc(CN2CCN(/N=C/c3ccc(C)s3)CC2)cc1
  i, i
> CC(=O)NC1=NN(C(C)=O)C(C)(c2cccs2)S1 (configuration not stated)
  i, i
> CCN(CC)CCC(c1ccc(N(C)C)cc1)c1c(O)cc(OC)cc1OC (configuration not stated)
  i, i
> CCC(Oc1ccccc1)C(=O)NC1C(=O)N2C1SC(C)(C)C2C(=O)O (configuration not stated)
  i, i
> CC(OC(=O)c1ccc(Cl)nc1)C(=O)NC(C)(C)C (configuration not stated)
  i, i
> CC(C)(C)NC(=O)COC(=O)c1ccc(Cl)c(S(N)(=O)=O)c1
  i, i
> CCN(CC)Cc1ccccc1Sc1ccccc1
  i, i

Of the compounds above, 4 have a tert-butyl group.
Every second line gives: CHT block, CHT PAM
> CC(=O)CCC(=O)NC1CCCc2c1cnn2-c1ccc(C(C)(C)C)cc1 (configuration not stated)
  i, i
> CN1CCC(=NNC(=O)C(=O)NC(C)(C)C)CC1
  i, i
> CC(OC(=O)c1ccc(Cl)nc1)C(=O)NC(C)(C)C (configuration not stated)
  i, i
> CC(C)(C)NC(=O)COC(=O)c1ccc(Cl)c(S(N)(=O)=O)c1
  i, i

(further entries)
Every second line gives: CHT block, CHT PAM
> CCOC(=O)C(Cc1ccccc1)NC(C)=O (configuration not stated)
  i, i
> O=C(CSc1ncn[nH]1)NC12CC3CC(CC(C3)C1)C2
  i, i
> Cc1ccc(-c2cc(C(=O)O)c3sc(N4CCCCC4)nc3n2)cc1
  i, i
> CCOc1cc(S(=O)(=O)NCCc2cccc(C)c2)c(OCC)cc1-n1cnnn1
  i, i
> Nc1ccccc1SCC(=O)Nc1nc(-c2ccccc2)cs1
  i, i
> O=C(O)c1ccccc1C(=O)NCc1ccc(F)cc1
  i, i
> COc1ccc(OCCOC(=O)CNC(=O)c2ccc(Cl)cc2Cl)cc1
  i, i
> Cc1ccc(S(=O)(=O)NC(=O)Nc2ccc(OC(F)F)cc2)cc1
  i, i
> CC(C)COc1ccc(C(=O)Nc2scc(-c3ccc(Cl)cc3Cl)c2C(N)=O)cc1
  i, i
> COc1ccc(-n2nnnc2CNC(=O)c2ccc3c(c2)OCO3)cc1
  i, i

Assay outcomes (PubChem)
